High-throughput results from PubChem.
AMA1-RON2 inh = inhibitors of Plasmodium falciparum AMA1-RON2 interaction; Potency, µM (titrated, usually from 58.2 µM), for inactives: at the top dose activity change, negative = inhibition, hits mostly inhibitors; AlphaScreen AMA1-biotinylated RON2 peptide binding; AID 720542; actives 0.2% (n = 360,000);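 also: potency is read from the fitted curve at half-maximal effect; 0% = vehicle wells and -100% = peptide control; nearly all actives have a fitted effect of over 45% in size; some results filed as inactive show a strong effect at the top dose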
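AMA1 (3D7) with his tag at 25 nM final met compounds first, then biotinylated RON2 peptide at 25 nM; detection used donor plus acceptor beads, 10 µg/mL apiece, read by AlphaScreen after 30 min at room temperature.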
AmpC detergent = inhibitors of E. coli AmpC beta-lactamase with detergent; P00811; AmpC hydrolysis of nitrocefin, absorbance 480 nm, 0.01% Triton; Potency, µM (highest dose often 114 µM), without a hit: at the highest dose activity change, negative = inhibition, actives largely listed as inhibitors; actives 0.041% (n = 370,000); AID 485294;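 also: potency is read from the fitted curve at half-maximal effect; 0% = no-compound wells and -100% = no-enzyme wells; nearly all actives have a fitted effect of over 25% in size; some results filed as inactive show a strong effect at the top dose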
Target sequence (P00811 whole entry, looked up): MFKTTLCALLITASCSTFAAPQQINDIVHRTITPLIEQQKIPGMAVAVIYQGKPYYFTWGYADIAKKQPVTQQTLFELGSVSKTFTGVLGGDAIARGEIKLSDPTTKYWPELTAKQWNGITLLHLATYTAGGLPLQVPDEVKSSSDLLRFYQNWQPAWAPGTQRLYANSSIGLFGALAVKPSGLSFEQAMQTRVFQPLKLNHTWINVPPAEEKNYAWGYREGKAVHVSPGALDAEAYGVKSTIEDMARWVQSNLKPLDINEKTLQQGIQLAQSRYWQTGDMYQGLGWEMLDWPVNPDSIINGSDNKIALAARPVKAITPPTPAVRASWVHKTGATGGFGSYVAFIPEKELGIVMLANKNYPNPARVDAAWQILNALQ
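AmpC (5.3 nM in the dispensed reagent) in 20 mM phosphate pH 7.0 with 0.01% (detergent screen) or 0.0001% Triton X-100 was preincubated with compounds for 15 min at room temperature. Nitrocefin was then added from an 800 uM solution, and hydrolysis was followed at 480 nm.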
HCMV antiviral = blocks human cytomegalovirus replication | HFF cells, HCMV-luciferase reporter, 72 h; active compounds read low | activity change, negative = inhibition, % at 57.5 µM | actives 4.5% (n = 410,000); in the data active = activity change below about -60%; inconclusive = no clear call, values can overlap the other calls; inactive = above about -39%
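Two compound doses tested in HFFs infected with HCMV-luciferase, MOI 1 PFU/cell, 72 h at 37C. Lysate luminescence read with OneGlo; data normalized against buffer-only and 10uM Salinomycin inhibitor controls.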
Giardia FBPA inh = inhibitors of Giardia lamblia fructose-1,6-bisphosphate aldolase | A8B2U2 | purified Giardia FBPA | Potency, µM (series often up to 59.6 µM), inactives show at the highest dose activity, negative = inhibition, usual class: inhibitors | actives 0.71% (n = 290,000) | AID 2451; also: potency is read from the fitted curve at half-maximal effect; nearly all actives have a fitted effect of over 55% in size
Target sequence (A8B2U2 whole entry, looked up): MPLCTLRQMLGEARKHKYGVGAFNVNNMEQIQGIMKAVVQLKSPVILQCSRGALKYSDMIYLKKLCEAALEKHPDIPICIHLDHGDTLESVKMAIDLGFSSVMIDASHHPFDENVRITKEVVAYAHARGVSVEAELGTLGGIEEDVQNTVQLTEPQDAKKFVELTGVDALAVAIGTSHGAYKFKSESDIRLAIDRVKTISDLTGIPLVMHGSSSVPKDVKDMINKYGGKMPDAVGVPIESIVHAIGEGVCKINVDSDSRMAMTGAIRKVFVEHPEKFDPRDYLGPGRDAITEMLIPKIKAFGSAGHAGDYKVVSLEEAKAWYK
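Giardia FBPA (40 nM reagent) was preincubated 10 min at RT with compound (up to 57.5 uM final), then substrate plus GAPDH/TPI/NAD/arsenate coupling system with diaphorase/resazurin was added; resorufin fluorescence (525/598 nm) was read after 20 min.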
Sm TGR block = inhibitors of Schistosoma mansoni thioredoxin glutathione reductase; actives 3% (n = 360,000); Q962Y6; Potency, µM (series often up to 114 µM), inactives show at the highest dose activity change, negative = inhibition, hits mostly inhibitors; purified TGR, DTNB reduction, TNB absorbance 405 nm; also: potency is read from the fitted curve at half-maximal effect; nearly all actives have a fitted effect of over 60% in size
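Kinetic colorimetric format: TGR-catalysed, NADPH-driven DTNB reduction monitored via TNB absorbance. Enzyme dispensed at 20 nM; compound exposure 15 min at room temperature before reaction start.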
AmpC no deterg = AmpC beta-lactamase inhibition without detergent. P00811. AmpC nitrocefin hydrolysis, absorbance 480 nm, 0.0001% Triton. Potency, µM (series often up to 57.1 µM), inactives show at the highest dose activity change, negative = inhibition, most hits filed as inhibitors. actives 0.52% (n = 330,000). AID 485341;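 also: potency is read from the fitted curve at half-maximal effect; plate controls were no compound for no effect and no enzyme for full effect; nearly all actives have a fitted effect of over 20% in size; some results filed as inactive show a strong effect at the top dose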
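20 mM phosphate pH 7.0 + 0.01% (detergent screen) or 0.0001% Triton X-100; 5.3 nM AmpC reagent; cpd preinc 15 min RT; nitrocefin (800 uM stock) to start; A480 q20 s × 4 min; Activity was normalised to no-enzyme and no-compound control wells.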
An asterisk follows results filed as active; ? = inconclusive; . = not tested or not shown; & = joins results of further samples; [ ] = dose if it differs, or a comment. Unless noted, calls follow the shape of the dose curve; as a rule, active = well fitted curve in the direction sought with a large enough effect; inconclusive = small, poorly fitted or top-dose-only effect, or another doubt; inactive = no such curve, though single readings can be large; an effect the other way counts as inactive or inconclusive. Unless noted, % is scaled to controls: 0 for no effect and ±100 for the full control effect.

SMILES	AMA1-RON2 inh	AmpC detergent	HCMV antiviral	Giardia FBPA inh	Sm TGR block	AmpC no deterg
Fc1ccc(-n2nnnc2-c2ccccc2Cl)cc1	2%	-3%	-67*	-15%	.	-15%
O=C(Cn1cc(C(=O)C2CC2)c2ccccc21)NCC1CCCO1 (centres undefined)	-5%	-11%	0	0%	-12%	-6%
COc1ccc(CC(C)Nc2cccc(F)c2)cc1 (centres undefined)	-2%	3%	?	?	2%	-52%
Cc1ccc(-n2ncc(C(=O)Nc3cc(Cl)ccc3C)c2C2CCNCC2)cc1C	-5%	0%	-91*	1%	-20%	26%
CCc1ccc(-c2cc(C)no2)cc1S(=O)(=O)Nc1ccc(C)cn1	102%[activator]	-4%&-1%	22&0	.	-12%&-10%	-26%
CN(C)c1ccc(S(=O)(=O)NCC(=O)OCC(=O)Nc2cccc(Cl)c2)cc1[N+](=O)[O-]	0%	-8%	12	2%	-3%	-7%
CCC(CC)C(=O)N=C1SC2CS(=O)(=O)CC2N1CCc1ccc(OC)cc1 (centres undefined)	-1%	4%	7	-13%	13%	55%
C=C(C)C1Cc2cc3ccc(=O)oc3cc2O1 (centres undefined)	10%	-22%	115	6%	0%	-11%
O=C(COc1ccccc1Cl)Nc1ccccc1C(=O)NC1CC1	12%	-14%	-2	.	2%	-20%
CCC1CCCCN1C(=O)CCc1nnc(Cc2c[nH]c3ccccc23)o1 (centres undefined)	1%	8%	11	4%	25µM*	38%
COc1ccccc1NC(=O)CNC(=O)CC12CC3CC(CC(C3)C1)C2	47%[activator]	.	-14	.	.	8%
Cc1ccc(S(=O)(=O)NNC(=O)c2cnn(-c3ccc(Cl)cc3)c2C(F)(F)F)cc1	-22%	?	12	-4%	33%	-40%
O=C(NC(=S)Nc1cccc2ncccc12)c1ccccc1	23%	?	-23	?	8.9µM*	-16%
O=C(Nc1nnc(-c2ccco2)o1)c1ccc(S(=O)(=O)N2CCOCC2)cc1	48%[activator]	0%	-39	18µM*	3%	-11%
COc1ccc(C(=O)CN2CCN(c3ccc(F)cc3)CC2)cc1OC	22%	-1%	?	-12%	35µM*	82%[activator]
CN(C)CCOC(=O)NC12CC3CC(CC(C3)C1)C2	-13%	-3%	1	-4%	4%	-9%
O=C(CCC1N=C2c3ccccc3N=C(SCC(=O)Nc3ccccc3F)N2C1=O)NCc1ccccc1 (centres undefined)	.	1%	-3	.	-6%	.
O=C(NC1CCCc2ccccc21)c1ccc(CNc2c(N3CCOCC3)c(=O)c2=O)cc1 (centres undefined)	7%	1%	-2	-5%	-7%	-30%
Cc1ccn2c(Nc3ccc(F)cc3)c(-c3ccc(C)o3)nc2c1	.	21%	6	.	-13%	.
COc1ccc(OC)c(NC2=C(Cl)C(=O)N(Cc3ccccc3)C2=O)c1	13µM*	-5%	13	-15%	?	-42%
O=C1NC2(CCCCC2)C(=O)N1CCS(=O)(=O)Oc1ccc(Br)cc1	4%	2%	-26	-1%	-13%	-3%
O=C(COC(=O)c1cncc(Br)c1)NCC12CC3CC(CC(C3)C1)C2	-8%	-6%	-15	.	14%	4%
O=c1[nH]c(/C=C/c2ccccc2Cl)nc2ccccc12	0%	?	58	2%	-2%	0%
COc1ccc(OCC(=O)NNC(=S)NC(=O)C2CC2)cc1	158%[activator]	?	2	.	3%	-10%
CCN(CCCNC(=O)CN1N=C(c2ccc(OC)cc2)CCC1=O)c1cccc(C)c1	.	4%	-6	.	-4%	.

In the list so far, 2 have an NH in an aromatic ring.
SMILES	AMA1-RON2 inh	AmpC detergent	HCMV antiviral	Giardia FBPA inh	Sm TGR block	AmpC no deterg
CCC1CCCCN1C(=O)CCc1nnc(Cc2c[nH]c3ccccc23)o1 (centres undefined)	1%	8%	11	4%	25µM*	38%
O=c1[nH]c(/C=C/c2ccccc2Cl)nc2ccccc12	0%	?	58	2%	-2%	0%

Following part:
SMILES	AMA1-RON2 inh	AmpC detergent	HCMV antiviral	Giardia FBPA inh	Sm TGR block	AmpC no deterg
O=C(Cc1cccc2ccccc12)Nc1ccc(Br)cc1C(=O)O	-7%	-12%	?	-19%	3%	-59%
Cn1c(=O)c(=O)n(C)c2cc(NC(=O)c3cccc(F)c3)c(Cl)cc21	.	7%	-19	.	-2%	.
CCOC(=O)C1=C(COC(=O)CCc2ccc(F)cc2)NC(=O)NC1C (centres undefined)	1%	-1%	-26	.	-7%	3%
CCOC(=O)C1CCN(Cc2nc3ccccc3c(=O)n2-c2ccc(OCC)cc2)CC1	11%	1%	9	10%	-12%	19%
CCc1nn(C(C)C(=O)NC(C)CCc2ccco2)c(=O)c2cc3occc3n12 (centres undefined)	-3%	-8%	.	-3%	0%	15%
COc1ccc(OC)c(CCNC(=O)CCCn2c(=O)c3cccn3c3cccnc32)c1	.	18%	7	.	2%	.
COc1ccc(S(=O)(=O)Nc2ccccc2C)cc1C(=O)N1CCOCC1	-2%	-3%	?	17%	8%	-1%
O=C(Cc1ccc(Br)cc1)N1CCCCCC1	-23%	?	45	3%	4%	-6%
Cc1cc(S(=O)(=O)NCc2cccs2)ccc1-n1cnnn1	1%	-6%	-15	8%	-2%	-16%
COc1ccc(C(C)(C)NC(=O)C2CCC(=O)N(C3CC3)C2)cc1OC (centres undefined)	-11%	7%	0	.	-2%	1%
COc1ccc(NC(=O)c2oc3ccccc3c2CSC)cn1	-22%	-11%	14	-7%	-3%	0%
CCCC1C2C(=O)N(c3cccc(C)c3)C(=O)C2ON1c1ccccc1 (centres undefined)	-5%	?	-12	2%	-6%	8%
COc1cc(/C=C2\NC(=S)N(C)C2=O)ccc1OCc1ccccc1F	-7%	1%	-18	11%	1%	-3%
Cc1ccc(NC(=O)n2ncc3c(C)cccc32)cc1F	-7%	-11%	144	-6%	41%[activator]	-7%
CCCCn1c(SCC(=O)NCc2ccc3c(c2)OCO3)nnc1C(CC)N(C)C (centres undefined)	-11%	-6%	-18	.	5%	-9%
COC(=O)c1sc(NC(=O)c2ccco2)c(C#N)c1C	-3%	1%	-37	6%	7%	-13%
COc1ccc(OCC(=O)OCC(=O)NC2CCCCC2C)cc1 (centres undefined)	6%	-5%	-16	.	4%	0%
Cc1c(OCC(=O)N2CCC(C(=O)O)CC2)ccc2c1oc(=O)c1ccccc12	6%	-13%	-8	25%	8%	-9%
O=C(/C=C/c1ccc(O)cc1)c1ccccc1	-13%	2%	0	8%	-19%	-32%
COc1ccc(NC(=O)Cc2ccc(-c3ccccc3)cc2)cn1	-6%	-11%	-5	-11%	13%	-27%
CCCCn1c(SCC(=O)N2CCCC2=O)nc2cc(S(N)(=O)=O)ccc21	9%	2%	27	.	-10%	6%
CCCCOC(=O)c1c(N)n(-c2ccc(OC)cc2OC)c2nc3ccccc3nc12	.	8%	-12	.	-3%	.
COc1cc(-c2cc(C(=O)Nc3cc(S(=O)(=O)N4CCOCC4)ccc3C)c3ccccc3n2)cc(OC)c1OC	2%	-23%	.	.	-3%	142%[activator]
COc1ccc(/C=C(\NC(=O)c2ccccc2)C(=O)NCCN2CCOCC2)cc1	29%	-2%	-35	8%	-8%	-10%
COc1cc(-c2noc(C3CC(=O)N(c4ccc5c(c4)OCCO5)C3)n2)cc(OC)c1OC (centres undefined)	.	-4%	17	.	1%	.

Complete entries as entered above. Values in the order: AMA1-RON2 inh, AmpC detergent, HCMV antiviral, Giardia FBPA inh, Sm TGR block, AmpC no deterg
Entry for CCCC1C2C(=O)N(c3cccc(C)c3)C(=O)C2ON1c1ccccc1 (centres undefined) = -5%, ?, -12, 2%, -6%, 8%
Entry for Cc1ccc(-n2ncc(C(=O)Nc3cc(Cl)ccc3C)c2C2CCNCC2)cc1C = -5%, 0%, -91*, 1%, -20%, 26%
Entry for CCCCn1c(SCC(=O)N2CCCC2=O)nc2cc(S(N)(=O)=O)ccc21 = 9%, 2%, 27, ., -10%, 6%
Entry for CCCCOC(=O)c1c(N)n(-c2ccc(OC)cc2OC)c2nc3ccccc3nc12 = ., 8%, -12, ., -3%, .
Entry for O=C(Cn1cc(C(=O)C2CC2)c2ccccc21)NCC1CCCO1 (centres undefined) = -5%, -11%, 0, 0%, -12%, -6%

The listing continues:
SMILES	AMA1-RON2 inh	AmpC detergent	HCMV antiviral	Giardia FBPA inh	Sm TGR block	AmpC no deterg
COc1cccc(-n2ccn(CC(=O)Nc3ccccc3F)c(=O)c2=O)c1	.	17%	-14	.	1%	.
CN(CC(=O)NCC1CCCCC1)S(=O)(=O)c1ccc(Cl)cc1	-6%	2%	?	7%	0%	2%
Cc1cccc(Nc2nc(-c3ccccc3)cs2)n1	4%	3%	224	0%	0%	-21%
O=C(CNS(=O)(=O)c1cccs1)N1CCN(c2ccccc2F)CC1	-7%	-1%&2%	28&67	4%	10%&-2%	-19%
Brc1ccc(OCc2ccccc2)c(CNCC2CCCO2)c1 (centres undefined)	1%	0%	-12	-3%	9%	2%
O=C(Nc1ccc(F)cc1)N(CCCN1CCOCC1)Cc1cc2cc3c(cc2[nH]c1=O)OCCO3	1%	7%	19	-25%	0%	99%[activator]
Nc1c(C(=O)NCCc2ccccc2)sc2nc(N3CCOCC3)c3c(c12)CCCC3	-19%	?	?	-3%	8%	3%
CC(C)c1ccc(NC(=O)C2CCCN(S(=O)(=O)c3ccc4[nH]c(=O)ccc4c3)C2)cc1 (centres undefined)	.	16%	-92*	.	4%	.
COc1ccc(C2/C(=C(/O)c3ccccc3)C(=O)C(=O)N2C)cc1 (centres undefined)	-13%	1%	4	-2%	-2%	-13%
O=C(NCc1nnc(SCC(=O)N2CCN(c3ccccc3)CC2)o1)c1ccco1	-4%	?	-26	-5%	-3%	-12%
Cc1c(Cl)cccc1N1C(=O)CC(NNC(=O)c2cccs2)C1=O (centres undefined)	33%[activator]	?	4	-1%	-8%	-45%[11.4 µM]
Cc1ccc(-c2nn(-c3ccccc3)cc2C(N)=O)o1	-2%	-8%	24	-1%	20µM*	-28%
CS(=O)(=O)N(Cc1ccccc1Cl)c1ccc(C(=O)NCc2cccnc2)cc1	-26%	0%	?	11%	4%	95%[activator]
Cn1c(SCC(=O)N2CCCC2)nnc1-c1cccs1	5%	-6%	-21	-1%	-6%	-13%
